Screens (PubChem BioAssay)
LMPTP block: blocks human LMPTP phosphatase. AID 651560. hit rate 0.22% among 360,000. recombinant LMPTP-A, OMFP fluorogenic substrate, fluorescence intensity. P24666. inhibition, % at 20 µM;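 active means compounds that cut the enzyme signal by at least half of the control window in the single-dose screen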;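 further: plate controls were DMSO wells with enzyme plus substrate for no effect and substrate without enzyme for full effect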
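Assay system: LMPTP-A, protein tyrosine phosphatase of low molecular weight / Medium: pH 6.0 Bis-Tris buffer with DTT and Triton X-100 / Schedule: 50 min enzyme reaction at room temperature, protected from light / Measured by: endpoint fluorescence intensity from OMFP dephosphorylation / Read-out basis: % inhibition relative to no-enzyme and uninhibited control wells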
STEP inh: blocks human striatal-enriched tyrosine phosphatase | P54829 | recombinant STEP, OMFP fluorogenic substrate, fluorescence | inhibition, % at 20 µM | hit rate 0.25% among 360,000;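 active means inhibition at 20 µM, scaled per plate between control wells, above about 37%, limit read from the data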;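 further: 0% = DMSO with enzyme and substrate and 100% = substrate only without enzyme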
Target sequence (P54829 whole entry, looked up): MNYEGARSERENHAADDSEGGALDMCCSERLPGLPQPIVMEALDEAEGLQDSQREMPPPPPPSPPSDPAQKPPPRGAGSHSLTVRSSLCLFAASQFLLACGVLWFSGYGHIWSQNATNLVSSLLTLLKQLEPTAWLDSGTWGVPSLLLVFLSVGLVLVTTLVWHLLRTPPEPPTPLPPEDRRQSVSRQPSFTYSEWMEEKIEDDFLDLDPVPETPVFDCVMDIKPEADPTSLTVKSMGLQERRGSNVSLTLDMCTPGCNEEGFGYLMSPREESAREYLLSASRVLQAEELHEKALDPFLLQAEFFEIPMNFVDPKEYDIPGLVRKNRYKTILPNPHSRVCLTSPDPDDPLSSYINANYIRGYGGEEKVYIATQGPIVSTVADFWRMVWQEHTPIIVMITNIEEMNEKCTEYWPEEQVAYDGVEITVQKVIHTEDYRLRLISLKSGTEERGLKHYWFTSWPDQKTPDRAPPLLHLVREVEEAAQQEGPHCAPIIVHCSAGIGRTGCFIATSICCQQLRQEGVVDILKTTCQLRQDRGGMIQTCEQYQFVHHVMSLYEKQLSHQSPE
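medium = Bis-Tris buffer pH 6.0, 2.5 mM DTT, 0.005% Tween 20 | test system = STEP (striatal-enriched tyrosine phosphatase) enzyme, cell-free | measure = normalized % inhibition | compound dosing = 20 µM, 1% DMSO | also added = 25 µM OMFP | schedule = reaction 20 min, ambient temperature | measured by = fluorescence read at 480 nm ex / 540 nm em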
MsrA inh: bovine MsrA inhibition; purified bovine MsrA, absorbance read-out; inhibition, % at 15.5 µM; hit rate 0.75% among 360,000; AID 651718; in the data active means inhibition above about 4.5%;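 further: 0% = vehicle wells with enzyme and 100% = reference inhibitor wells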
CSN deneddyl inh: blocks human CSN-mediated cullin deneddylation. hit rate 0.38% among 360,000. Q92905. inhibition, % at 12.5 µM. Purified CSN, SCF-Nedd8-OG deneddylation, fluorescence polarization;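 active means pattern-corrected inhibition above about 35%, with an unprinted fluorescence ratio check between 0.5 and 1.5, limit read from the data, passing the limit was not always enough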;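 further: 0% = enzyme with substrate and 100% = substrate without enzyme; some results filed as inactive read as strong as hits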
Target sequence (Q92905 whole entry, looked up, one chain of several): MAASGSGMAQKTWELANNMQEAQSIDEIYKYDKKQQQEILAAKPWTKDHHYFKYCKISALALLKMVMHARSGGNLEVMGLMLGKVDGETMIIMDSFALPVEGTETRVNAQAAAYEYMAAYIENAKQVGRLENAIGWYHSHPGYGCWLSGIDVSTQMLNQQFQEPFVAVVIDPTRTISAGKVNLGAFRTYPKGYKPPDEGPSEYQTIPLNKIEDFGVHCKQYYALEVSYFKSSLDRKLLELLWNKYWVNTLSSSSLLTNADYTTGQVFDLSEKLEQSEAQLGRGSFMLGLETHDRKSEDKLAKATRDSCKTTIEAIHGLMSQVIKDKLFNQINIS
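Assay system: Purified human Csn5 enzyme expressed in HEK293T cells | Amount: Enzyme 0.24 nM | Measured by: Fluorescence polarization readout | Medium: Tris/NaCl/DTT buffer, pH 7.5 | Compound dosing: One concentration, 12.5 µM, 0.25% DMSO | Times: 90 min incubation of compound, enzyme and substrate at room temperature | Control set: no-enzyme wells high, enzyme-with-substrate wells low | Read-out: % inhibition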
NadD block: blocks S. aureus nicotinate mononucleotide adenylyltransferase; purified NadD enzyme, colorimetric absorbance read-out; inhibition, % at 20 µM; hit rate 0.78% among 360,000; AID 602399; in the data active means inhibition above about 26%; further: some compounds past the cut are filed as inactive
SUMO1 PPI mod: alters human SUMO1 binding to SIM partners; inhibition, % at 20 µM; hit rate 0.33% among 360,000; SUMO1 binding to a labelled peptide, TR-FRET, 1 h; P63165; in the data active means inhibition above about 37%
Target sequence (P63165 whole entry, looked up): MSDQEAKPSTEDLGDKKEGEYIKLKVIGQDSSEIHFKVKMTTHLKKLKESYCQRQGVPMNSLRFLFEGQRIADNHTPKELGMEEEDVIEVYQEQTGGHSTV
Tb MetRS inh: blocks T. brucei methionyl-tRNA synthetase activity | purified T. brucei MetRS, ATP depletion, Kinase-Glo luminescence | inhibition, % at 11.9 µM | hit rate 0.4% among 360,000;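 active means inhibition above a per-plate cutoff of the control wells' mean inhibition plus 3 SD, cut at about 5.5% in these data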;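 further: 0% = DMSO wells median and 100% = median of wells with control inhibitor compound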
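Dosing: 11.9 µM compound single dose, 0.9% DMSO; Assay system: purified T. brucei MetRS enzyme; Measured by: Kinase-Glo luciferase luminescence reporting remaining unconsumed ATP; Schedule: 15 min plus 2 h at 25 °C.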
Scp-1 inhibitor: inhibitors of human Scp-1 phosphatase; Q9GZU7; AID 493091; Recombinant Scp1, phosphopeptide, malachite green phosphate absorbance; hit rate 0.88% among 340,000; inhibition, % at 20 µM;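 active means inhibition above about 50% at 20 µM, limit read from the data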;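 further: plate controls were DMSO wells with enzyme for no effect and wells lacking enzyme for full effect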
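assay system = SCP-1 phosphatase catalytic domain, residues 76-261 | buffer or medium = 50 mM Tris acetate pH 5.5, 0.005% Tween-20, 10 mM MgCl2 | incubation = enzyme reaction 45 min at room temperature, colour 5 min, stabilisation 30 min | signal = Phosphate-binding colour reagent, absorbance read at 630 nm | measure = % inhibition at 20 µM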
DNMT1 block: blocks human DNA methyltransferase DNMT1; inhibition (reported as % activation of signal), % at 10 µM; AID 588458; DNMT1 molecular beacon, Hinp1I cleavage, fluorescence; P26358; hit rate 0.83% among 360,000; in the data active means inhibition above about 50%
Rpn11 inh: Rpn11 (human) deubiquitinase inhibition; human 26S proteasome, Ub4-pepOG fluorescence polarization; 20S core pre-blocked with epoxomicin; hit rate 0.59% among 360,000; O00487; calls only at 20 µM;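 active means inhibition at 20 µM, scaled to each plate's controls, above about 33%, limit read from the data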
An asterisk follows results filed as active; i = inactive; · = not tested or not shown.

SMILES	LMPTP block	STEP inh	MsrA inh	CSN deneddyl inh	NadD block	SUMO1 PPI mod	Tb MetRS inh	Scp-1 inhibitor	DNMT1 block	Rpn11 inh
COc1cc(OC)c(C(=O)Oc2ccc3c(c2)OCO3)cc1OC	-0.9	-5	1.9	2	4	1	-0.4	-3	4	i
CCOC(=O)C(Oc1ccc2c(-c3ccccc3)cc(=O)oc2c1)c1ccccc1 (centres undefined)	4.5	2	0.5	-3	-2	-5	-0.1	-10	-1	i
CCC(C(=O)NCc1ccccn1)n1c2ccccc2c2nc(=O)cc(C)n21 (centres undefined)	-1.3	0	-0.1	0	-1	2	0.9	3	0	i
COc1ccc(CCn2c(=S)[nH]c3cc(C(=O)NCc4ccco4)ccc3c2=O)cc1OC	11	2	·	8	10	2	-0.1	-2	31	i
CC(Sc1nnc(-c2cccnc2)o1)C(=O)NC1CCCC1 (centres undefined)	-0.3	-2	-1.2	3	-4	0	-0.2	-10	5	i
O=C(CCCNC(=O)/C(=C/c1ccccc1F)NC(=O)c1ccccc1)OCc1ccccc1	-0.9	1	-0.5	-3	-1	1	-0.3	-9	-1	i
CCN(CC)S(=O)(=O)c1ccc(OC)c(NC(=O)c2cccc(C)c2[N+](=O)[O-])c1	0.0	0	1.8	4	-4	0	-0.8	-6	7	i
COc1ccc(C2=Nn3c(nnc3-c3ccccc3OC)SC2)cc1OC1CCOC1 (centres undefined)	2.0	1	4.6*	1	7	-12	-0.1	2	3	i
COc1cccc(NC(=O)COC(=O)CC2CC3CCC2C3)c1 (centres undefined)	0.2	-1	0.1	-1	-9	-20	-0.1	0	1	i
O=C(COC(=O)c1cnccn1)Nc1ccc2c(c1)OCO2	1.9	-4	-0.1	3	7	1	-0.5	-7	-2	i
CC(=O)N(C)C[C@H]1Oc2cc(Br)ccc2S(=O)(=O)N([C@H](C)CO)C[C@@H]1C	0.1	0	0.8	-1	0	0	-0.1	·	5	i
CCCc1nnc(NC(=O)C(=O)NCCN(CC)CC)s1	-3.4	-2	1.7	2	-4	5	2.6	-8	4	i
O=C(Nc1cccnc1)C1CCCN1S(=O)(=O)c1ccc(Cl)c(Cl)c1 (centres undefined)	0.1	2	1.0	3	1	-1	-0.7	3	-1	i
COc1cc(Cn2c(-c3ccc(O)c(OC)c3)nc3ccccc32)ccc1O	17	0	-0.1	-5	-1	2	-1.2	9	2	i
COc1ccc(OCCN2CCCC2)cc1Nc1nnc(Cl)c(Nc2ccccc2S(C)(=O)=O)n1	24	4	·	2	10	-6	-0.4	-4	1	i
CCCN1C(=O)c2ccc(C(=O)Nc3ccccc3C(=O)O)cc2C1=O	-0.3	1	2.5	1	0	-29	0.1	-9	0	i
COc1ccc(C)cc1N(CC(=O)Nc1ccc(S(=O)(=O)N2CCCC2)cc1)S(C)(=O)=O	-0.1	-5	-0.8	4	-3	2	-0.4	-4	-1	i
CCc1nnc(NC(=O)CSc2ncc(-c3ccccc3)[nH]2)s1	0.5	5	·	0	7	-1	-0.1	-5	0	i
c1cc(-c2cnc3cccnn23)c2cccnc2c1	0.2	-4	2.0	5	1	2	-0.3	·	6	i
COc1ccc(C(=O)NN(C)c2nc(-c3ccccc3)nnc2C(F)(F)F)cc1	1.5	-1	-0.4	-5	-2	-2	-1.0	-14	5	i

Three compounds drawn at random from those above, as already listed:
SMILES	LMPTP block	STEP inh	MsrA inh	CSN deneddyl inh	NadD block	SUMO1 PPI mod	Tb MetRS inh	Scp-1 inhibitor	DNMT1 block	Rpn11 inh
COc1ccc(C)cc1N(CC(=O)Nc1ccc(S(=O)(=O)N2CCCC2)cc1)S(C)(=O)=O	-0.1	-5	-0.8	4	-3	2	-0.4	-4	-1	i
CC(=O)N(C)C[C@H]1Oc2cc(Br)ccc2S(=O)(=O)N([C@H](C)CO)C[C@@H]1C	0.1	0	0.8	-1	0	0	-0.1	·	5	i
CCCc1nnc(NC(=O)C(=O)NCCN(CC)CC)s1	-3.4	-2	1.7	2	-4	5	2.6	-8	4	i

The list goes on.
SMILES	LMPTP block	STEP inh	MsrA inh	CSN deneddyl inh	NadD block	SUMO1 PPI mod	Tb MetRS inh	Scp-1 inhibitor	DNMT1 block	Rpn11 inh
Cc1nn(C)c(C(=O)Nc2ccc3c(c2)OCO3)c1[N+](=O)[O-]	0.6	2	0.9	1	-2	1	0.0	-2	-8	i
COc1ccc(CCNC(=O)CNS(=O)(=O)c2ccc(Cl)cc2)cc1	-1.6	-4	-1.6	-2	-6	2	3.0	-11	4	i
COc1ccccc1N(CC(=O)NCCSCc1cccc(Cl)c1)S(C)(=O)=O	1.0	-2	-1.4	2	-2	5	-1.1	-8	5	i
CCn1nnc(NC(=O)COc2cc(C)ccc2C(C)C)n1	-0.4	2	-1.0	4	-5	3	-0.3	-1	1	i
C/C(=N/OC(=O)c1c(-c2c(F)cccc2Cl)noc1C)c1cnccn1	-0.3	1	0.3	-2	-3	12	-0.8	-5	-1	i
CN(c1ccccc1C(=O)N1CCN(Cc2ccc3c(c2)OCO3)CC1)S(C)(=O)=O	-0.7	4	0.4	-6	0	9	1.4	-6	-2	i
C=CCSc1ncc(CO)n1Cc1ccccc1	-0.8	-2	-1.3	5	11	-5	-0.5	1	1	i
COc1cccc(NC(=O)COC(=O)c2ccc3c(c2)OCO3)c1	0.5	1	-0.1	-9	-1	2	-0.3	-5	-2	i
CCN(CC)C(=O)[C@H]1C[C@H](CC(=O)NCCN2CCOCC2)C(=O)N2CCc3c([nH]c4ccc(Cl)cc34)[C@]12C	-7.3	0	-0.4	5	0	-12	-2.0	-4	3	i
Cc1nn(CC(=O)Nc2ccc(C(C)C)cc2)c(C)c1[N+](=O)[O-]	1.1	-2	-0.9	4	-6	0	0.1	-6	-3	i
Cc1cc(C(=O)N/N=C/c2ccc(OCc3ccccc3)cc2)c(C)o1	3.2	2	0.9	-1	1	-1	0.6	-13	-1	i
COc1ccc([C@H]2CC(=O)C[C@@H](CCn3cc(CCc4ccccc4)nn3)O2)cc1	-0.5	·	-1.1	-6	-6	6	-0.4	·	·	·
O=C1/C(=C\c2ccccc2)CCc2c1[nH]c1ccccc21	1.5	-2	1.3	3	-1	-4	0.2	0	12	i
CCOc1cc(N2CCOCC2)c(OCC)cc1NC(=O)COC(=O)c1ccc(Cl)cc1N	1.9	-1	-0.8	-1	-2	3	0.0	-10	3	i
CC(C)Oc1ccc(C(=O)NC2=NCCS2)cc1	-0.7	7	1.1	11	-3	-2	-1.1	-7	-2	i
Cc1ccc(C(=O)NC(=S)Nc2cccc3c(C)cc(C)nc23)cc1	2.4	4	1.0	3	-3	-1	-1.0	-7	-8	i
Fc1ccc(-n2c(-c3ccc4ccccc4n3)n[nH]c2=S)cc1Cl	-0.7	0	-0.1	-3	5	1	-0.4	-10	1	i
CCc1nnc(NC(=O)C(CC)CC)s1	0.2	2	0.2	2	-3	-6	-0.5	-5	-1	i
CCN1CCN(CCCNC(=O)C(=O)c2c(C)[nH]c3ccccc23)CC1	-1.5	-2	1.1	5	1	2	-0.8	-4	0	i
O=C(Nc1ccc(O)cc1)/C(=C\C=C\c1ccccc1)NC(=O)c1ccccc1	0.3	-2	1.4	6	-5	-13	-0.9	0	-4	i
CC1(C(=O)Nc2ccc3c(c2)OCO3)CCN1C(=O)c1ccccc1 (centres undefined)	-0.3	-4	-0.8	-3	-1	3	0.2	·	-1	i
CCOc1ccc(NC(=O)c2ccc3c(=O)n(-c4ccc(OC)cc4OC)c(=S)[nH]c3c2)cc1	0.4	-1	0.1	3	7	-5	0.9	·	-3	i
O=C(CN1CCOCC1)Nc1ncc(Cc2cccc3ccccc23)s1	-0.2	-2	-0.7	2	-3	0	-0.4	0	-3	i
CCOC(=O)c1c(-c2ccccc2)nc2ccc(C)cn12	0.1	0	0.2	0	-1	1	-0.1	-7	3	i
Cc1ncc(CN2CCC(CO)(Cc3ccccc3)CC2)s1	-1.7	-2	0.1	3	-5	-2	-0.7	-9	3	i
COc1ccc(/C=C(\C#N)C(=O)NCC2CCCO2)cc1OC (centres undefined)	-1.9	-1	4.3	2	-1	-20	0.6	-4	9	i
Cc1ccnc(SCc2nc3ccccc3s2)n1	-0.8	-2	0.9	-4	11	1	-0.2	-4	-4	i
O=C(/C=C(\O)c1ccc(Cl)cc1)C(=O)NNC(=O)C(O)(c1ccccc1)c1ccccc1	1.2	10	·	-1	28	2	-0.1	-10	-2	i
O=C(O)c1cc(-c2ccccc2)on1	-3.0	-4	0.0	-2	7	-1	-0.5	-5	-5	i
O=C(NCc1nc2ccccc2[nH]1)c1ccccc1F	0.5	1	-1.1	3	1	2	1.8	-7	0	i
O=C(CNC(=O)c1ccc(S(=O)(=O)N2CCCC2)cc1)N/N=C/c1ccc(F)cc1	-0.7	1	-0.5	1	6	-3	2.4	-7	2	i
O=C1CCC(C(=O)N2CCc3c(Cl)cccc3C2)CN1CCCN1CCOCC1 (centres undefined)	-1.1	-1	-0.9	-2	0	4	0.0	-8	1	i
O=C(O)c1ccc(C(=O)Nc2ccc(F)cc2)cc1	-1.5	0	-1.0	0	-2	0	-0.2	-2	5	i
O=C(Nc1nccs1)c1ccc(CSc2ccccc2)o1	49*	0	1.1	-2	-1	7	-0.9	4	0	i
COc1ccc(C(=O)N[C@H](C(=O)N2CCN(c3ccccc3F)CC2)C(C)C)cc1	0.2	1	1.7	1	-8	3	-0.8	-10	2	i
CC(C)c1ccc2oc(-c3cc(N)ccc3O)nc2c1	0.8	1	0.2	4	0	-2	-1.4	7	-3	i
CC(=O)N/N=c1\sc2ccccc2n1C	0.4	-6	0.5	1	0	-4	0.4	-9	0	i
C[C@H](CO)N1C[C@H](C)[C@@H](CN(C)C(=O)Nc2ccccc2)Oc2ccc(NC(=O)Nc3ccc4c(c3)OCO4)cc2C1=O	1.0	-2	-0.6	-2	9	14	-0.2	-4	-4	i
C=CCn1c(CCC(=O)O)ccc1-c1ccccc1	2.6	-3	1.3	5	-5	0	-0.9	5	-1	i
O=C(CN1C(=O)c2cccc3cccc1c23)NCc1ccncc1	-1.5	-2	0.4	-2	-2	-15	-0.1	-8	-3	i
CC(=O)Nc1cccc(NC(=O)CSc2ccc(-c3ccccn3)nn2)c1	-1.0	-1	-0.3	7	-6	-1	-1.4	-9	-3	i
CN(C)CCCNC(=O)/C(=C/c1ccc(-c2ccc([N+](=O)[O-])cc2)o1)NC(=O)c1ccccc1	-0.3	-2	0.4	3	-11	-42	-0.9	-5	0	i
